# Compound activity as filed in PubChem.
# esBAF inh: inhibitors of esBAF chromatin remodeling in mouse ES cells; reporter increase, % at 12.5 µM; 2% of 350,000 active; Bmi1-luciferase knock-in reporter, 24 h; 100% = twice the neutral-well signal; in the data active = activation above about 40%; inconclusive = no clear call, values can overlap the other calls;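 also: 0% = median of the plate's neutral control wells and 100% = double that signal; a rise in the Bmi1 reporter signal indicates esBAF inhibition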
# S100A4 MyoIIA: blocks human S100A4 binding to myosin IIA peptide; inhibition, % at 10.7 µM; S100A4/TAMRA-MyoIIA peptide fluorescence polarization; 0.14% of 360,000 active;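 active = mean inhibition of at least 70% across replicates, with every replicate also reaching that level; inconclusive = mean inhibition reaches 70% but some replicates fall short; inactive = mean inhibition below 70%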
#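 Test system: S100A4 monomer protein. Medium: HEPES buffer with Ca2+, pH 7.2. Reagent: fluorescent myosin IIA peptide, 5 nM. Compound dosing: single-point compound testing. Timing: 5 min between mix addition and reading. Benchmarks: DMSO neutral and TFP positive wells.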
# RAD54 branch: RAD54 (human) branch migration inhibition | Q92698 | AID 602329 | 0.14% of 360,000 active | RAD54 Holliday junction branch migration, FAM/BHQ fluorescence | inhibition, % at 10.4 µM;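 active = mean normalized replicate activity at least 40 and at least half of replicates scoring 40 or more; inconclusive = only one of the two criteria met; inactive = mean below 40 and under half of replicates reaching 40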;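 also: 0% = median of neutral control wells and 100% = median of positive control wells; inhibitors cause a drop in the FAM fluorescence signal; in these data hits start at about 50%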
# RAD52 anneal inh: inhibitors of human RAD52 DNA annealing. P43351. recombinant RAD52 DNA annealing, FRET fluorescence. inhibition, % at 18.7 µM. 0.46% of 360,000 active. AID 651710;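 active = every replicate showing at least 50% inhibition; inconclusive = mean inhibition at least 50% but not in every replicate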
# ERp5 block: ERp5 (human) disulfide isomerase inhibition. Q15084. ERp5 insulin aggregation, absorbance 650 nm, 90 min. inhibition, % at 9.99 µM. 0.05% of 350,000 active. AID 651711;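 active = mean replicate inhibition above about 25%, with every replicate also reaching it, limit read from the data, passing the limit was not always enough; inconclusive = only one of those two criteria met; inactive = neither criterion met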
# E-selectin induc: E-selectin induction on HUVECs; AID 686992; P16581; activation, % at 7.58 µM; 0.37% of 260,000 active; HUVEC E-selectin immunofluorescence imaging; normalized: neutral wells 0, TNF-alpha wells 100;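 active = mean E-selectin-positive cell signal at least 10% of the positive control, reached in at least 60% of replicates, without over 20% cell loss; inconclusive = no rule given, readout overlaps actives, possibly toxicity-flagged; inactive = the rest, including those meeting only one limit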;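 also: in these data hits start at about 27%; measured in HUVEC primary endothelial cells; signal is the percent of cells scored E-selectin positive by PE staining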
#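 Test system: HUVEC | Signal: Immunofluorescence imaging | Read-out: Percent E-selectin-positive cells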
# Xi reactivation: activators of X-chromosome reactivation in mouse fibroblasts; activation, % at 7.58 µM; 0.055% of 360,000 active; XiGFP mouse fibroblasts, % GFP-positive cells imaging, 3 d; cells co-treated with 5-aza-dC sensitizer; scaled so ellipticine positive control = 100%;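 active = mean normalized replicate activation at least 10% and every replicate at or above 10%; inconclusive = only one of the two criteria met; inactive = mean below 10% and not all replicates reach 10%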;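 also: 0% = median of on-plate neutral control wells and 100% = ellipticine 6 µM median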
#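 material = 68-5-11 XiGFP fibroblast line | medium = DMEM plus 5-aza-dC sensitizer | schedule = 3 days compound exposure | benchmarks = positive control ellipticine, 6 µM final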
# ERAP1 HTS inh: inhibitors of human ERAP1 aminopeptidase; Q9NZ08; 0.15% of 340,000 active; inhibition, % at 10.7 µM; recombinant ERAP1, Leu-AMC fluorescence, 60 min; AID 652197;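 active = mean replicate inhibition of at least 30%, or all replicates individually reaching that 30% level; inactive = mean below 30% and not every replicate reaching it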;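 also: 0% = neutral control wells and 100% = L-leucinethiol positive control wells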
# Target sequence (Q9NZ08 whole entry, looked up): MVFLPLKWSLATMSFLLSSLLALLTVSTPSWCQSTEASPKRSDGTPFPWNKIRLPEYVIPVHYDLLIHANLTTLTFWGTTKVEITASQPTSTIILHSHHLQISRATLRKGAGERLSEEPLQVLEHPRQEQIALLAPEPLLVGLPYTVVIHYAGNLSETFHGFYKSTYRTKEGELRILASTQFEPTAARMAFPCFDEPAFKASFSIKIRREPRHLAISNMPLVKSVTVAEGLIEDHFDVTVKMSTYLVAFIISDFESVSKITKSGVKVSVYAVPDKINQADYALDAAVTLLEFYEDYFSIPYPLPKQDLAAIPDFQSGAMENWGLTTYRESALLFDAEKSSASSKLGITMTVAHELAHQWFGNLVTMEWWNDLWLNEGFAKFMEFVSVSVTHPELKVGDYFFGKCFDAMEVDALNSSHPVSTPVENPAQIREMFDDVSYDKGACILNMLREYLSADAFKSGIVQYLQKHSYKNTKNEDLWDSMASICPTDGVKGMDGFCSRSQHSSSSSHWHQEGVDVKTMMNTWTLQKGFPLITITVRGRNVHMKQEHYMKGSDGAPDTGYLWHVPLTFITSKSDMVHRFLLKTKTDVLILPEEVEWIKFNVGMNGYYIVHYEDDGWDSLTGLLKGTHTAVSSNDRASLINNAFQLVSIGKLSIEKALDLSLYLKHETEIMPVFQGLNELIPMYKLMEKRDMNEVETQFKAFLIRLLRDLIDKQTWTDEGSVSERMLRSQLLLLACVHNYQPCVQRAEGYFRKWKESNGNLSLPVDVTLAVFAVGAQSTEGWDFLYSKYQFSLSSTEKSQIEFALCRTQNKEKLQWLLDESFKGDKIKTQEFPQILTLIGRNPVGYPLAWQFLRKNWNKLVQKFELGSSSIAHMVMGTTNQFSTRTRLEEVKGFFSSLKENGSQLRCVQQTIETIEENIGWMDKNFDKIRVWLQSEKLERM
# * marks the source's active call; other numbers are inactive results; ? = inconclusive; · = not tested or not shown; & = joins results of further samples.
SMILES,esBAF inh,S100A4 MyoIIA,RAD54 branch,RAD52 anneal inh,ERp5 block,E-selectin induc,Xi reactivation,ERAP1 HTS inh
COc1cccc(-c2nc(CS(=O)(=O)CC(=O)Nc3ccc(F)cc3F)c(C)o2)c1,·,-4.8,·,-20.1,7.1,0.1,0.1,4.4
S=c1[nH]nc(COc2ccccc2)n1-c1ccc(Cl)cc1,5.3,-11.6,5.3,-3.3,2.1,·,0.0,-0.6
O=S(=O)(N[C@@H]1CC[C@@H](CCn2cc(-c3cccnc3)nn2)O[C@H]1CO)c1ccc(F)cc1,0.9,-1.3,6.6,-4.2,3.2,-0.3,-0.3,1.8
O=S1(=O)N[C@@H](Cc2ccccc2)COc2cc(N3CCC[C@@H]3CO)ccc21,·,0.9,·,-18.7,2.9,3.7,0.0,·
O=C(/C=C/c1cc([N+](=O)[O-])ccc1OC(F)F)Nc1cccc(OC(F)F)c1,·,-0.9,·,2.2,5.4,-2.9,0.5,3.2
Cc1noc(C)c1NC(=O)N(C)C[C@H]1Oc2c(NC(=O)C3CCCCC3)cccc2C(=O)N([C@H](C)CO)C[C@H]1C,-1.7,-10.9,5.3,-2.9,0.3,1.2,0.1,-1.3
COC(=O)[C@@]1(CCS(=O)(=O)c2ccccc2)N=C(c2ccc(OCCCO)cc2)O[C@H]1c1ccccc1CN=[N+]=[N-],·,5.0,4.9,-58.1,-10.2,·,·,1.7
O=C(Cn1c(NCCO)nc2ccccc21)Nc1cccc(S(=O)(=O)N2CCCC2)c1,5.2,4.9,-0.2,-21.6,-9.3,-0.3,0.2,4.2
COc1ccc(CCN(C)C(=O)c2c(C)noc2C)cc1OC,0.2,4.9,-2.3,7.4,12.2,-0.1,0.1,-3.6
COc1ccc(C(=O)NCC(=O)OCC(=O)NC2CCCCCC2)cc1,-3.5,-4.1,-5.9,-12.3,-1.1,0.8,0.1,-1.5
O=C(NCCCn1ccnc1)c1cc(-c2ccc(Br)cc2)on1,16.3,-2.6,·,-33.1,3.2,6.1,0.1,·
Clc1ccc(-n2cc(-c3ccc(Br)cc3)[n+]3c2CCCCC3)cc1,·,-2.7,·,6.8,2.4,·,-0.1,-0.5
O=C(N/N=C/c1cn(Cc2ccccc2)c2ccccc12)c1ccncc1,-3.1,-40.1,-2.8,0.4,0.6,1.1,-0.1,0.0
C[C@H](CO)N1C[C@H](C)[C@H](CN(C)Cc2ccccc2)Oc2ncc(C#Cc3ccccc3)cc2C1=O,-1.8,13.8,5.9,20.1,-2.4,-0.3,-0.1,-2.0
Cc1cccc(C(=O)NCCc2nnc(SCC(=O)Nc3cccc(C(=O)O)c3)n2C)c1,·,-2.6,-4.6,-3.7,-1.3,0.4,0.1,-7.1
O=C(C[C@@H]1CC[C@H]2[C@@H](COC[C@H](O)CN2Cc2nccs2)O1)NCc1ccccc1F,-4.6,1.3,0.8,8.3,-1.6,-0.2,-0.1,1.9
Cc1ccc(C)c(-c2[nH]ncc2CN2CCCC(CO)(Cc3ccccc3C)C2)c1 (centres undefined),·,-5.5,·,-3.2,-0.6,-1.0,0.7,2.1
CC1CCC(NC(=O)CN2C(=O)c3ccccc3S2(=O)=O)CC1 (centres undefined),-2.1,4.2,-0.7,-3.6,-0.5,·,0.0,-1.8
CC(C)N(Cc1ccccc1)C(=O)/C=C/c1ccccc1[N+](=O)[O-],·,-4.0,·,-11.7,2.4,?,0.1,10.0
COc1cccc(-c2ccc3c(c2)[C@@H]2[C@@H](CCN2C(=O)C2CCC2)[C@H](CO)N3)c1,5.1,·,-9.0,·,·,0.3,0.0,·
CC1(C)Cc2c(C#N)c(N3CCCC3)nc(-c3ccco3)c2CO1,3.9,1.8,-3.8,-42.7,-3.7,-0.2,0.1,1.6
CCN(c1ccccc1)S(=O)(=O)c1ccc(C(=O)Nc2nnc(CSC)o2)cc1,-9.7,-5.0,5.3,-20.1,0.8,-2.0,0.0,3.3
CCc1nnc(NC(=O)CSc2n[nH]c(-c3ccccc3O)n2)s1,-2.8,-1.9,3.4,-15.9,-7.5,·,0.1,-1.4
Cc1nc2scc(C)n2c(=O)c1S(=O)(=O)Nc1ccc(N2CCOCC2)cc1,1.6,5.4,8.8,1.5,-3.4,·,0.0,1.9

# An excerpt from above in order of SMILES length, largest number first:
SMILES,esBAF inh,S100A4 MyoIIA,RAD54 branch,RAD52 anneal inh,ERp5 block,E-selectin induc,Xi reactivation,ERAP1 HTS inh
COc1cccc(-c2ccc3c(c2)[C@@H]2[C@@H](CCN2C(=O)C2CCC2)[C@H](CO)N3)c1,5.1,·,-9.0,·,·,0.3,0.0,·
CC1(C)Cc2c(C#N)c(N3CCCC3)nc(-c3ccco3)c2CO1,3.9,1.8,-3.8,-42.7,-3.7,-0.2,0.1,1.6
S=c1[nH]nc(COc2ccccc2)n1-c1ccc(Cl)cc1,5.3,-11.6,5.3,-3.3,2.1,·,0.0,-0.6

# (next part)
SMILES,esBAF inh,S100A4 MyoIIA,RAD54 branch,RAD52 anneal inh,ERp5 block,E-selectin induc,Xi reactivation,ERAP1 HTS inh
COc1coc(/C=C/C(=O)O)cc1=O,·,-6.1,·,-10.0,5.7,-0.1,0.0,5.2
C[C@@H]1CN([C@H](C)CO)S(=O)(=O)c2ccc(Br)cc2O[C@H]1CN(C)C(=O)Nc1ccccc1,1.6&7.7,-5.8&34.1,-3.2&5.8,-13.1&-0.2,4.0&2.0,-0.1&0.2,0.0&0.3,-1.1&1.2
CCNS(=O)(=O)c1ccc(CCC(=O)N2CCN(c3ccccc3)CC2)cc1,1.6,-2.6,13.4,-18.2,1.2,·,0.0,-1.3
CCC(=O)N(C)C[C@H]1Oc2cc(C3=CCCC3)ccc2S(=O)(=O)N([C@H](C)CO)C[C@H]1C,-11.7,4.9,2.7,-2.7,-0.4,0.3,-0.6,2.5
CCOc1ccc(CN(C)C(=O)CN2C(=O)NC(c3ccccc3)(c3ccccc3)C2=O)cc1,5.6,-2.8,-11.4,-6.6,-3.7,·,-0.1,1.2
O=C(NCc1ccncn1)[C@H]1[C@H](CO)[C@H]2Cn3c(ccc(-c4ccncc4)c3=O)[C@H]2N1CC1CC1,2.6,4.1,-11.9,-18.6,-3.0,0.0,0.0,1.2

# Looked up one by one from the list above:
SMILES,esBAF inh,S100A4 MyoIIA,RAD54 branch,RAD52 anneal inh,ERp5 block,E-selectin induc,Xi reactivation,ERAP1 HTS inh
COc1coc(/C=C/C(=O)O)cc1=O,·,-6.1,·,-10.0,5.7,-0.1,0.0,5.2
CCNS(=O)(=O)c1ccc(CCC(=O)N2CCN(c3ccccc3)CC2)cc1,1.6,-2.6,13.4,-18.2,1.2,·,0.0,-1.3
C[C@@H]1CN([C@H](C)CO)S(=O)(=O)c2ccc(Br)cc2O[C@H]1CN(C)C(=O)Nc1ccccc1,1.6&7.7,-5.8&34.1,-3.2&5.8,-13.1&-0.2,4.0&2.0,-0.1&0.2,0.0&0.3,-1.1&1.2
O=C(NCc1ccncn1)[C@H]1[C@H](CO)[C@H]2Cn3c(ccc(-c4ccncc4)c3=O)[C@H]2N1CC1CC1,2.6,4.1,-11.9,-18.6,-3.0,0.0,0.0,1.2
CCOc1ccc(CN(C)C(=O)CN2C(=O)NC(c3ccccc3)(c3ccccc3)C2=O)cc1,5.6,-2.8,-11.4,-6.6,-3.7,·,-0.1,1.2
